SENP7 block: SENP7 protease inhibition; Q9BQF6; recombinant SENP7, Z-RLRGG-aminoluciferin luminescence, 40 min; inhibition, % at 5 µM; hit rate 1.5% among 330,000; AID 434973;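 active means inhibition above about 50% at the single test dose, limit read from the data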;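 further: plate controls were DMSO with enzyme for no effect and no enzyme buffer wells for full effect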
APOBEC3G inh: inhibitors of human APOBEC3G DNA deaminase; recombinant A3G, ssDNA deamination FAM/TAMRA fluorescence; Q9HC16; AID 493012; inhibition, % at 20 µM; hit rate 0.28% among 330,000;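 active means inhibition of at least 40% at 20 µM, with no more than 30% in the related APOBEC3A deaminase screen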;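 further: plate controls were DMSO wells with A3G for no effect and wells lacking A3G enzyme for full effect; some compounds called inactive have numbers as strong as hits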
Target sequence (Q9HC16 whole entry, looked up): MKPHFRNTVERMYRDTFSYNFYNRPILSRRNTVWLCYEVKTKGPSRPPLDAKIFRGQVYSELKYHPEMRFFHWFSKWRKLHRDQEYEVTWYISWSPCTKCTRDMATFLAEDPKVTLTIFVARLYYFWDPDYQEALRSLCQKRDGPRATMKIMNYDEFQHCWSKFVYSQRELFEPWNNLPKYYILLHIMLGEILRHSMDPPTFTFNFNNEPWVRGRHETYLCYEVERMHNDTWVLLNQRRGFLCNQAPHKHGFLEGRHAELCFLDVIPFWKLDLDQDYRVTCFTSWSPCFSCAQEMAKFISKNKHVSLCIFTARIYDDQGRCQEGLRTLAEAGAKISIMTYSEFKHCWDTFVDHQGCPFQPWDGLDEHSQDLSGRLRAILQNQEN
SENP6 inh: inhibitors of human SENP6 protease. AID 2599. Q9GZR1. Recombinant SENP6 catalytic domain, aminoluciferin luminescence. inhibition, % at 10 µM. hit rate 1.8% among 330,000;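 active means inhibition above about 50% at the single tested dose, limit read from the data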;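 further: plate controls were DMSO wells with enzyme for no effect and DMSO wells lacking enzyme for full effect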
Target sequence (Q9GZR1 628-1112 limits assumed): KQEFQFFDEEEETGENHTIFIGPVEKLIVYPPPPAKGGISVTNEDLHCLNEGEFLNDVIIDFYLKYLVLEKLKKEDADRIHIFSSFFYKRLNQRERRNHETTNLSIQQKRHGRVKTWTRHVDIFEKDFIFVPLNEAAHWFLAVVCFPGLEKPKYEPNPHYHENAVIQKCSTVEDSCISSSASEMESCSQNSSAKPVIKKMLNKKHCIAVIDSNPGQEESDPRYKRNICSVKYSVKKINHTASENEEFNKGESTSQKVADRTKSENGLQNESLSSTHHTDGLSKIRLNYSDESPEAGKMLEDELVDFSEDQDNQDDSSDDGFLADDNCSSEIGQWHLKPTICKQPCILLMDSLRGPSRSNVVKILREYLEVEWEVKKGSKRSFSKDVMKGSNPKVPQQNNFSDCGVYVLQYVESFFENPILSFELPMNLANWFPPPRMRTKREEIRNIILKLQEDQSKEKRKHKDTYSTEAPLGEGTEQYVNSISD
UBC13 inh: inhibitors of human UBC13 polyubiquitin chain formation; P61088; TR-FRET; inhibition, % at 20 µM; hit rate 0.47% among 330,000; in the data active means inhibition above about 45%, passing the limit was not always enough
SENP1 FRET inh: blocks the human SENP1 SUMO protease catalytic domain. hit rate 0.21% among 360,000. recombinant SENP1 catalytic domain, CyPet-SUMO1-YPet FRET cleavage. inhibition, % at 10 µM;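 active means inhibition at least 30% at 10 µM, raw YFP signal under a set limit, fluorescence ratio 0.5 to 1.5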;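 further: 0% = enzyme with DMSO and 100% = no enzyme wells; some results filed as inactive read as strong as hits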
Target sequence (Q9P0U3 419-644 limits assumed): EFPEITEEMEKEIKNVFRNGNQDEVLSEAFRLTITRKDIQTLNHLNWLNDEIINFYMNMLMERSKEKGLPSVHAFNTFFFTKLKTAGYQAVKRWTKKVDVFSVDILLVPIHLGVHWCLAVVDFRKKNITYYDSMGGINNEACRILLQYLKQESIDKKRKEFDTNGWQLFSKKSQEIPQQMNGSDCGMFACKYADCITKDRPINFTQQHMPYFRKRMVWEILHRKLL
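material = recombinant human SENP1 catalytic domain, His6-tagged | quantity = 20 pM enzyme | reagent = 25 nM SUMO1 FRET substrate | compound dosing = 10 µM single point, 0.5% DMSO | timing = 50 min enzyme reaction, room temperature, light-protected | detection = FRET, CFP and YFP emission | control set = no-enzyme low, enzyme-DMSO high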
Apaf1 inhib: inhibitors of human Apaf-1 apoptosome | O14727 | reconstituted apoptosome caspase-3 activity, DEVD-Rh110 fluorescence | inhibition, % at 20 µM | hit rate 0.71% among 330,000 | AID 489030; active means inhibition of at least 40% at 20 µM;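 further: plate controls were DMSO wells for no effect and DEVD-CHO caspase inhibitor wells for full effect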
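System – cell-free apoptosome with Apaf-1, procaspase-3 and caspase-9 · Buffer or medium – pH 7.5 Hepes buffer with CHAPS, BSA, DTT · Also added – cytochrome c with DEVD-Rh110 · Times – 30 min compound preincubation, 50 min activation, room temperature · Technique – Rh110 fluorescence intensity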
SENP8 block-1: SENP8 (human) protease inhibition | recombinant SENP8, Nedd8 substrate fluorescence | hit rate 0.64% among 360,000 | AID 602440 | inhibition, % at 20 µM | Q96LD8; in the data active means inhibition mostly above about 40%, no sharp cut-off; inactive means mostly below about 27%
SENP8 block-2: inhibitors of human SENP8 protease | Q96LD8 | purified SENP8, Z-RLRGG-aminoluciferin cleavage, luminescence | inhibition, % at 10 µM | hit rate 1.2% among 330,000 | AID 2540; in the data active means inhibition above about 50%
Active calls of the source: *; nt = no result given.

SMILES	SENP7 block	APOBEC3G inh	SENP6 inh	UBC13 inh	SENP1 FRET inh	Apaf1 inhib	SENP8 block-1	SENP8 block-2
O=C1c2ccccc2S(=O)(=O)c2cc(C(=O)N(c3ccccn3)c3ccccn3)ccc21	-6	-5	-22	-6	0	4	16	-4
O=C(OC(C(=O)NCc1ccccc1)c1ccccc1F)c1ccco1 (configuration not stated)	2	-6	-2	7	2	-3	16	6
O=C(Nc1ccon1)c1csc2ccccc12	-5	-5	11	8	-3	-20	11	2
COc1ccc(C(=O)NCc2nnc(SCC(=O)Nc3nc4ccc(C)cc4s3)o2)cc1OC	-3	-8	-8	-12	-2	0	20	-14
CSCC[C@H](NC(=O)OC(C)(C)C)C(=O)N1CCC(C(=O)N[C@H](C(=O)O)C(C)C)CC1	2	-5	-5	-4	2	-10	-1	-4
COC(=O)C1=C(C)NC(C)=C(C(=O)OCC(C)C)C1c1ccccc1[N+](=O)[O-] (configuration not stated)	5	-9	-8	5	0	0	-16	4
COc1ccc(OCC(=O)Nc2cc(OC)ccc2N2CCCCC2)cc1	1	-1	-8	1	0	22	4	2
CCOCCCNC(=O)CN1C(=O)CSc2cc(S(=O)(=O)N3CCCCCC3)ccc21	-8	-3	-25	-10	1	6	9	-3
CNC(=S)NNc1ccccc1[N+](=O)[O-]	8	-8	-9	-13	2	-13	38	-5
CCN(C(=O)COC(=O)c1ccc[nH]c1=O)c1cccc2ccccc12	-8	-8	-5	16	3	-5	-35	3
CCCN1CCN(C(=O)Cn2cnc3ccc(S(=O)(=O)N4CCC(C)CC4)cc3c2=O)CC1	-6	-8	-5	-1	-1	4	-1	-5
O=C(NC1CCS(=O)(=O)C1)/C(=C/c1ccco1)NC(=O)c1ccccc1 (configuration not stated)	-8	-2	-8	-8	-3	-4	12	-3

For convenience, part of the list above.
SMILES	SENP7 block	APOBEC3G inh	SENP6 inh	UBC13 inh	SENP1 FRET inh	Apaf1 inhib	SENP8 block-1	SENP8 block-2
O=C1c2ccccc2S(=O)(=O)c2cc(C(=O)N(c3ccccn3)c3ccccn3)ccc21	-6	-5	-22	-6	0	4	16	-4
O=C(OC(C(=O)NCc1ccccc1)c1ccccc1F)c1ccco1 (configuration not stated)	2	-6	-2	7	2	-3	16	6
O=C(Nc1ccon1)c1csc2ccccc12	-5	-5	11	8	-3	-20	11	2
COc1ccc(C(=O)NCc2nnc(SCC(=O)Nc3nc4ccc(C)cc4s3)o2)cc1OC	-3	-8	-8	-12	-2	0	20	-14

Laid out differently: two of the compounds above
structure: COc1ccc(OCC(=O)Nc2cc(OC)ccc2N2CCCCC2)cc1
  SENP7 block: 1	APOBEC3G inh: -1	SENP6 inh: -8	UBC13 inh: 1	SENP1 FRET inh: 0	Apaf1 inhib: 22	SENP8 block-1: 4	SENP8 block-2: 2
structure: CCOCCCNC(=O)CN1C(=O)CSc2cc(S(=O)(=O)N3CCCCCC3)ccc21
  SENP7 block: -8	APOBEC3G inh: -3	SENP6 inh: -25	UBC13 inh: -10	SENP1 FRET inh: 1	Apaf1 inhib: 6	SENP8 block-1: 9	SENP8 block-2: -3

(more compounds)
SMILES	SENP7 block	APOBEC3G inh	SENP6 inh	UBC13 inh	SENP1 FRET inh	Apaf1 inhib	SENP8 block-1	SENP8 block-2
COc1ccc(CNC(=O)[C@@H]2CC=C[C@@H]3CCN(Cc4ccc(Cl)c(Cl)c4)C(=O)[C@@H]32)cc1	2	2	-11	41	2	19	7	7
O=C1C2C(c3ccccc3)=NN(c3ccccc3)C2C(=O)N1c1ccccc1 (configuration not stated)	4	-2	-6	32	-18	5	-439	0
O=C(c1ccc(F)cc1)c1cc2ccccc2o1	67*	-5	84*	-3	3	-12	18	51*
O=C(N/N=C/c1cccnc1)c1cccc(Br)c1	24	-9	-24	-4	31*	-6	4	-3
Cc1cc(C)cc(OCC(=O)Nc2ccc(CN3CCCCC3)cc2)c1	-2	-5	6	1	1	-16	17	2
CCCCC(=O)Nc1ccccc1C(C)C	-4	0	-11	1	nt	-5	nt	-4
C=CCOc1ccc(/C=N/NC(=O)CN2CCCCC2)cc1OC	2	-12	5	3	-1	-14	4	-3
COc1ccccc1C(=O)Nc1ccc2c(c1)CCCN2C(=O)c1ccccc1	84*	4	90*	1	0	18	17	84*
O=C1CC(N2CCc3ccccc32)C(=O)N1c1ccccc1 (configuration not stated)	3	-3	-12	4	3	-17	19	-6
O=C(NCC1CCCO1)c1ccc(NC(=O)c2cccc(Br)c2)cc1 (configuration not stated)	-4	-3	-4	3	1	4	6	15
Cc1ccc(-c2nc(C(=O)NCC3CCCO3)cc3c2[nH]c2ccccc23)cc1 (configuration not stated)	8	-7	-12	0	-13	2	-225	-7
CCOc1cc(NC(=O)c2cccs2)c(OCC)cc1NC(=O)c1ccccn1	6	-8	-4	4	-30	-18	-51	-3
N#Cc1c(N)nc2c(c1N)CC(CCl)O2 (configuration not stated)	-6	0	0	6	-53	-14	-69	1
COc1ccc(C(=O)/C=C/c2ccc(OCc3ccccc3)cc2)cc1CSCC(=O)O	1	-4	1	-22	-8	3	-53	-8
Cc1cc(OC(=O)N2CCOCC2)cc(C)c1Cl	1	4	-2	9	2	3	13	5
CCCCN(C(=O)CCNC(=O)NC12CC3CC(CC(C3)C1)C2)c1c(N)n(CCCC)c(=O)[nH]c1=O	6	9	0	-6	-8	17	-15	-4
COc1ccc(CN2C(=O)C(CC(C)C)Nc3ncnc(N4CCOCC4)c32)cc1 (configuration not stated)	2	-2	-9	2	2	3	12	-1
COc1cc(/C=N/NC(=O)c2ccc(Cl)c(S(N)(=O)=O)c2)ccc1OCC(N)=O	4	-2	-12	2	-3	-27	-232	0
C=CCn1c(C)nc2ccccc2c1=O	-6	-12	-25	10	0	-12	9	-1
Cc1c(NC(=S)NC(=O)C(C)(C)C)cccc1[N+](=O)[O-]	-11	-8	-12	-2	3	4	18	-7
CC(C)(C)OC(=O)N1CCC(c2c(C(=O)NCC3CCN(C4CCCC4)C3)cnn2-c2ccc(F)cc2)CC1 (configuration not stated)	56*	-4	-15	5	-6	-3	22	-11
COc1cc(O)c(C(CC(=O)N2CCCC(C)C2)c2ccc(N(C)C)cc2)c(OC)c1 (configuration not stated)	5	-3	-6	-6	-2	15	19	-3
CC1CC(C)CN(CCCCOc2ccc([N+](=O)[O-])cc2)C1 (configuration not stated)	4	-8	8	4	3	-2	9	-1
COc1cc(OC)c(OC)cc1/C=C/c1cc(C(F)(F)F)[nH]c(=O)n1	-8	-5	-14	-40	-26	5	-212	-4
Cc1nn(-c2cccc(Cl)c2)c2c1C(c1ccncc1)C(C#N)=C(N)O2 (configuration not stated)	4	1	10	-1	-1	16	-4	2
CCOC(=O)c1[nH]c2ccccc2c1NC(=O)COC	6	-3	9	-4	3	4	-367	2
COc1cccc(C(=O)NOCc2ccccc2)c1OC	3	-4	-2	16	1	-10	10	5
Cc1cccc(NC(=S)NNC(=O)CCn2cc(C)cn2)c1	5	0	-2	-12	4	8	13	0
O=C(Cc1cccs1)N[C@@H]1c2ccccc2CC[C@@H]1OCc1ccccc1	6	3	nt	nt	2	20	4	nt
CC(C)=CCN1CCC(n2nccc2NC(=O)c2ccccc2Cl)CC1	11	-5	-5	1	1	3	3	-3
O=c1oc(-c2ccccc2)nc2c1C1(CCCCC1)Cc1ccccc1-2	-6	-4	14	-2	4	9	22	6
O=C(NCC1CCCO1)C1CCC(N2C(=O)c3ccccc3C2=O)CC1 (configuration not stated)	-3	-3	-25	-5	1	-4	-2	-7
CS(=O)(=O)c1ccccc1-c1nnc(-c2ccc(Cl)cc2)o1	6	0	8	1	4	8	5	-6
C/C(=N\O)c1cc(Cl)cc(Cl)c1O	0	-3	0	4	2	-12	-5	-6
CC(C)Cc1ccc(CN2CCCC(NC(=O)CCn3cnnn3)C2)cc1 (configuration not stated)	-6	0	-18	5	0	3	4	-6
O=C(CCC(=O)N1CCOc2ccc(Cl)cc21)N1CCN(c2ccccn2)CC1	2	-2	6	0	0	-15	-25	14
CC1CCC(Nc2nnnn2-c2ccccc2)CC1 (configuration not stated)	1	0	0	3	2	-20	0	-7
CCN(CC)CCn1c(SCC(=O)Nc2ccc3c(c2)CCC3)nc2ccccc2c1=O	11	-2	0	40	0	51*	-43	0
Cc1ccc([N+](=O)[O-])cc1NC(=O)C1CCCC1	10	-6	-39	-5	-1	-9	23	-6
COc1ccc(CNC(=O)COC(=O)C2CC3C=CC2C3)cc1 (configuration not stated)	-5	-7	-15	-17	0	5	11	-10
O=C(O)CCCC(=O)N1CC(=O)Nc2ccccc21	5	-4	-14	3	-2	-10	-1	5
Cc1ccc(/C=N/n2c(-c3ccccn3)n[nH]c2=S)o1	1	31	0	-18	3	-12	-2	-6
CCOc1ccccc1NC(=O)CCC(=O)Nc1nnc(C2CCCCC2)s1	7	3	-7	3	1	19	3	-3
Cc1ccc(C)c2c1cc(C)c1nnc(SCc3ccccn3)n12	-1	-8	7	-3	3	-5	-26	-4
CCn1cc(C(=O)O)c(=O)c2cnc(N3CCN(C(=S)Nc4ccccc4C(F)(F)F)CC3)nc21	1	-5	-13	1	0	-6	-58	-2
Cc1noc(C)c1COc1cccc(C(=O)OC(C)C(=O)Nc2ccc3c(c2)OCO3)c1 (configuration not stated)	-2	-2	5	0	2	2	5	0
C=CCn1c(CNC(=O)c2ccccc2C)nnc1SCC(=O)NC1CCCC1	-1	-1	1	9	0	-2	-4	-1
CCC(NC(=O)C1CCC1)c1ccccc1 (configuration not stated)	-12	-4	-7	-1	0	4	14	-11
CC(=O)N1CCN(S(=O)(=O)c2cccc(C(=O)Nc3nc4ccccc4[nH]3)c2)CC1	-7	-4	-3	-7	3	8	-10	-5
CCOc1ccc(OCCOCCN2CCc3ccccc3C2)cc1	-2	-6	-13	8	1	4	17	-9
CN(C)/C=N/c1ncc(C(=O)c2ccc(Cl)cc2Cl)s1	1	-13	20	-14	-19	-19	-162	13
CN(C)CCNC(=O)c1onc(CSc2ccc(F)cc2)c1C(=O)NCCN(C)C	-2	-5	-3	9	0	14	17	-5
O=C(CCNS(=O)(=O)c1cccc2nonc12)N1CCN(c2cccc(Cl)c2)CC1	1	-3	-15	-8	5	0	19	-1
CC1CCCCC1NC(=O)COC(=O)c1ccc(S(=O)(=O)N2CCOCC2)cc1 (configuration not stated)	2	4	3	-4	1	6	28	6
O=C(N/N=C/c1cccnc1)c1ccc(NC(=O)C(c2ccccc2)c2ccccc2)cc1	-12	1	2	-8	1	7	20	-9
CCOc1cc(C(=O)Nc2cc(C)on2)cc(OCC)c1OCC	-7	-5	-2	7	-1	4	10	-2
Fc1cccc(CNC2CCN(CCc3ccccc3)CC2)c1	6	1	-6	-6	2	8	24	-3
COc1ccc(CC(=O)N/N=C/c2sccc2C)cc1	16	-4	-17	-3	1	36	10	-13
COc1cccc(NC(=O)CCCn2c(=O)[nH]c3ccccc3c2=O)c1	0	2	-19	3	1	6	26	-3
NC(=O)c1cc(N2C(=O)C3CC=CCC3C2=O)ccc1N1CCCCC1 (configuration not stated)	4	-10	6	9	5	-6	-8	4

Going on with the list.
SMILES	SENP7 block	APOBEC3G inh	SENP6 inh	UBC13 inh	SENP1 FRET inh	Apaf1 inhib	SENP8 block-1	SENP8 block-2
O=C(Nc1ccccc1)Nc1ccc(C(F)(F)F)cn1	-20	-1	-34	7	1	1	16	-10
Cc1ccc(S(=O)(=O)N2CCOCC2)cc1NC(=O)COC(=O)c1cc(=O)[nH]c2ccccc12	-2	-12	-27	-4	3	-10	-276	-13
Cc1ccc(N(CCC#N)C(=O)CSc2nnc3ccccn23)cc1	8	-2	-7	0	1	-8	-1	5
CN(C)S(=O)(=O)c1ccc(N2CCCC2)c(C(=O)Nc2ccc(F)cc2F)c1	2	3	-6	-5	0	8	-10	-4
N#CCSc1ccccc1NC(=O)CN1C(=O)C2CC=CCC2C1=O (configuration not stated)	-5	-16	5	3	38	7	-9	0
CCCC(=O)Nc1cc2c(cc1C(=O)c1ccccc1)OCCO2	-1	-6	2	-4	1	-1	32	9

Bioassay records (PubChem)
